A350 fluor: compounds fluorescent in Alexa 350 spectral region; Compound autofluorescence, 340/450 nm, Alexa 350 dye-equivalents; active compounds read high; 59,000 tested, 11% active; max dye-equivalent concentration, M; in the data active = max dye-equivalent concentration above about 10 nM; inconclusive = mostly about 1.1 nM to 9.6 nM
Texas Red fluor: compounds fluorescent in Texas Red spectral region; Compound fluorescence, Texas Red channel, 547/618 nm; active compounds read high; max dye-equivalent concentration, M; 59,000 tested, 0.06% active; AID 587; in the data active = max dye-equivalent concentration above about 10 nM; inconclusive = between about 1.1 nM and that limit
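Texas Red-region profiling: compounds in 100 mM Tris pH 8.0 were read at 547/618 nm after 15 min at room temperature. Intensities were normalized against a six-point Texas Red standard series to give dye-equivalent concentration.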
Tau filament bind: binds recombinant human tau filaments; P10636; recombinant tau filaments, thioflavin S fluorescence, 15 h; filaments grown with octadecylsulfate alongside compound; Potency, µM (titrated, usually from 57.1 µM), inactives show at the top dose activity change, negative = inhibition; 71,000 tested, 2% active; AID 596;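 also: potency is read from the fitted curve at half-maximal effect; % is scaled to controls: 0 for no effect and ±100 for the full control effect; actives lower thioflavin S fluorescence by blocking filaments or displacing dye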
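ThS-based fibril read: tau 1 uM final, inducer ODS 30 uM final, 37 C for 15 h, ex 450/em 510 nm.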
Fluorescein autfl: compound autofluorescence in fluorescein spectral region; 59,000 tested, 0.91% active; max fluorescein-equivalent concentration, M; Compound autofluorescence, 480/540 nm, fluorescein-equivalent; active compounds read high; in the data active = max fluorescein-equivalent concentration above about 10 nM; inconclusive = between about 1.1 nM and that limit
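Library compounds, added at multiple concentrations to pH 8.0 Tris buffer (100 mM), incubate 15 min at room temperature before CCD imaging at 480 nm excitation and 540 nm emission.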
Casp7 inh: caspase-7 (human) inhibition, allosteric or competitive. recombinant caspase-7, Ac-DEVD-AFC fluorescence rate. Potency, µM (top dose mostly 57.5 µM), for inactives: at the highest dose activity change, negative = inhibition, usual class: inhibitors. 75,000 tested, 0.02% active. AID 889; active = well fitted inhibition curve with a large enough effect in the main read-out, with a control signal flat, not every such curve was filed as active; inconclusive = small, poorly fitted or top-dose-only effect, or a change in a side signal; also: potency is read from the fitted curve at half-maximal effect; % of control where 0% means no effect
HEK293 cAMP ctrl: raises cAMP in parental HEK293 cells, TSHR agonist counter-screen; Potency, µM (highest dose often 57.1 µM), for inactives: at the top dose activation, most hits filed as activators; parental HEK293 CNG cAMP sensor, membrane potential fluorescence; 73,000 tested, 2.5% active; AID 938; also: potency is read from the fitted curve at half-maximal effect; % of control where 0% means no effect; nearly all actives have a fitted effect of over 55% in size
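Parental HEK 293 cells stably expressing a cAMP-gated CNG channel were loaded with membrane potential dye containing 100 uM RO 20-1724 for 60 min. Compound added for 30 min; depolarization read as fluorescence intensity at 590 nm.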
4-MU autofl: compound fluoresces in the 4-MU spectral region; max dye-equivalent concentration, M; 59,000 tested, 11% active; AID 589; compound autofluorescence, 340/450 nm, 4-MU equivalents; active compounds read high; in the data active = max dye-equivalent concentration above about 10 nM; inconclusive = mostly about 1.1 nM to 9.6 nM
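Compounds in 100 mM Tris, pH 8.0, incubated 15 min at room temperature, then fluorescence read at 340 nm excitation/450 nm emission. Signal converted to 4-MU dye-equivalent concentration using an on-plate six-point 4-MU standard curve.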
ERK AVP block: inhibitors of vasopressin-stimulated ERK signaling pathway; HEK293-V1b, vasopressin-stimulated pERK AlphaScreen; Potency, µM (highest dose often 57.5 µM), for inactives: top-dose activity, negative = inhibition, usual class: inhibitors; 72,000 tested, 0.99% active; AID 995; also: potency is read from the fitted curve at half-maximal effect; % is scaled to controls: 0 for no effect and ±100 for the full control effect; nearly all actives have a fitted effect of over 55% in size
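HEK293 cells stably expressing V1b receptor, seeded overnight in 1% FBS, were treated with compounds for 30 min at 37C, then stimulated 5 min with 25 nM vasopressin; phospho-ERK read by AlphaScreen SureFire after lysis.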
Luciferase inh: firefly luciferase inhibition; AID 411; P08659; purified firefly luciferase, luminescence, 8 min; 72,000 tested, 2.2% active; Potency, µM (highest dose often 57.1 µM), for the others: top-dose activity change, negative = inhibition, usual class: inhibitors; also: potency is read from the fitted curve at half-maximal effect; % is scaled to controls: 0 for no effect and ±100 for the full control effect; nearly all actives have a fitted effect of over 40% in size
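Firefly luciferase (PKLight detection mix) with 10 uM ATP in pH 7.2 imidazole buffer (KCl, MgCl2, Tween 20, BSA). Compounds tested across a concentration series (qHTS). Luminescence read after 8 min at ambient temperature.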
Casp1 inh: caspase-1 (human) inhibition, allosteric or competitive; Caspase-1 enzyme, Ac-WEHD-AFC fluorogenic rate; 75,000 tested, 0.03% active; Potency, µM (highest dose often 57.5 µM), for inactives: top-dose activity change, negative = inhibition, hits mostly inhibitors; P29466;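 also: potency is read from the fitted curve at half-maximal effect; plate controls were vehicle for no effect and no substrate for full effect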
Rhodamine fluor: rhodamine region autofluorescence; Rhodamine-region fluorescence, 547/598 nm, Tris buffer; active compounds read high; max dye-equivalent concentration, M; 59,000 tested, 0.05% active; AID 594; in the data active = max dye-equivalent concentration above about 11 nM; inconclusive = between about 1.1 nM and that limit
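A six-point rhodamine series on each plate calibrates the signal. Compounds sit in 100 mM Tris (pH 8.0) for 15 min at ambient temperature before imaging through 547 nm/598 nm filters.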
Numbers without * were called inactive; i = inactive; ? = inconclusive; / = no result given; [ ] = another dose, or the depositor's remark. Unless noted, calls follow the shape of the dose curve; as a rule, active = well fitted curve in the direction sought with a large enough effect; inconclusive = small, poorly fitted or top-dose-only effect, or another doubt; inactive = no such curve, though single readings can be large; an effect the other way counts as inactive or inconclusive. This is a subset; the hit share may differ from the screen's.

SMILES	A350 fluor	Texas Red fluor	Tau filament bind	Fluorescein autfl	Casp7 inh	HEK293 cAMP ctrl	4-MU autofl	ERK AVP block	Luciferase inh	Casp1 inh	Rhodamine fluor
COc1ccc(CC(=O)Nc2c3c(nn2-c2cccc(C)c2C)CS(=O)C3)cc1 (stereo not given)	i	i	6%	i	2%	?	i	7%	1%	2%	i
COc1cc2c(=O)n(CCCN3CCOCC3)c(=S)[nH]c2c(OC)c1OC	i	i	2%	i	0%	10%	i	-28%	-12%	-1%	i
COc1cc2c(cc1OC)C(C(=O)Nc1ccc3c(c1)OCCO3)C(c1cccnc1)N(C)C2=O (stereo not given)	i	i	0%	?	2%	3%	i	10%	-2%	1%	i
COc1ccc(C(=O)Cn2c(Br)nc3c2c(=O)n(C)c(=O)n3C)cc1	i	i	0%	?	-1%	25%	i	-20%	3%	-3%	i
O=C(O)c1ccc(CNC(=O)c2ccc(Br)o2)cc1	?	i	5%	?	1%	4%	?	-18%	1%	-1%	i
COCCOc1nc2ccccc2nc1C	i	i	-6%	?	0%	-1%	i	-16%	-1%	-2%	i
O=C(CSc1cccc(C(F)(F)F)c1)NC(=O)NCc1ccco1	i	i	-18%	i	-7%	13%	i	-9%	-2%	-1%	i
COc1ccc2sc(NC(C)=O)nc2c1	i	?	12%	?	6%	-7%	i	-2%	-27%	2%	i
CCNC(=O)c1nc[nH]c1C(=O)NCC	i	?	-19%	i	1%	-1%	i	3%	1%	3%	i
Cn1c(N)c(C(=O)c2cc(-c3ccccn3)nc3ccccc23)c(=O)[nH]c1=O	i	i	-11%	i	-1%	1%	i	-6%	-5%	-4%	i
c1ccn2c(SCc3ccc4c(c3)OCO4)nnc2c1	i	i	3%	i	0%	0%	i	8%	-2%	2%	i
Cc1cc(=O)[nH]c(SCc2cc(Cl)ccc2OC(F)F)n1	i	?	9%	?	1%	?	i	7%	0%	3%	i
CCNCCCNCCCCNCCCNCC	/	/	9%	/	3%	0%	/	3%	1%	2%	/
Cc1sc2ncnc(OCC(=O)N3CCN(S(=O)(=O)c4ccc(Cl)cc4)CC3)c2c1C	i	i	21%	i	-6%	-2%	i	-15%	0%	-5%	i
Cc1nc(=O)cc(-c2ccccc2)n1-c1ccccc1	i	i	6%	?	-1%	?	i	1%	1%	-2%	i
CC1CCCCN1S(=O)(=O)c1ccc(S(=O)(=O)N2CCN(c3ccc(F)cc3)CC2)cc1 (stereo not given)	i	?	-2%	i	4%	6%	i	9%	-1%	1%	i
CCN(CC)P1(=O)OC(c2cc(OC)c(OC)c(OC)c2)=Nc2c1c(C)nn2-c1ccccc1 (stereo not given)	i	?	-5%	?	-1%	12%	i	2%	-2%	2%	i
CC(Sc1nnnn1C)C(=O)Nc1ccc(Oc2ccccc2)cc1 (stereo not given)	i	i	-6%	i	-2%	20%	i	36%[activator]	0%	-1%	i
C=Cc1ccc(C=C)cc1	/	/	13%	/	-1%	0%	/	0%	/	-2%	/
Cn1c(=O)[nH]c(=O)c2c1nc(N1CCCCCC1)n2CC(=O)c1ccccc1	i	i	-4%	i	-2%	-5%	i	4%	3%	-1%	i
CCOC(=O)c1[nH]c2ccc(OC)cc2c1NS(=O)(=O)c1ccc(OC)cc1OC	1.1e-08M*	i	-16%	i	-3%	2%	1.1e-08M*	7%	2%	0%	i
Cc1oc(-c2ccc(Cl)cc2)nc1CN1CCC(C(=O)N2CCN(c3ccccn3)CC2)CC1	/	/	38%	/	0%	7%	/	-3%	-4%	0%	/
O=C(CN(CCN1CCOCC1)C(=O)Cn1nnc(-c2ccc(F)cc2)n1)NC1CCCCC1	i	i	-10%	i	0%	8%	i	-3%	1%	1%	i
CC/C=C\CC[C@H](O)C1=CCCCC1=O	/	/	/	/	0%[11.5 µM]	-3%[11.4 µM]	/	-1%[11.5 µM]	3%[11.4 µM]	-1%[11.5 µM]	/
O=C(CSc1ncnc2ccccc12)Nc1ccc(N2CCOCC2)cc1	i	i	6%	?	1%	0%	i	-1%	-3%	2%	i
O=S(=O)(c1ccc(F)cc1)N1CN(Cc2ccco2)c2nc3ccccc3nc21	2.6e-07M*	i	17%	?	-26%	?	2.1e-07M*	-25%	-5%	?	i
CCc1cccc(C)c1NC(=O)C1=C(C(=O)O)CCCC1	i	?	4%	i	6%	1%	i	3%	-43%	1%	i
O=C(Nc1ccccc1C(=O)NCc1ccco1)c1ccco1	i	i	-2%	?	-1%	14%	i	10%	0%	1%	i
CSc1ccccc1NC(=O)CSc1nnnn1-c1ccccc1SC	i	i	19%	?	-5%	14%	i	4%	1%	-1%	i
Cc1ccc2nc3c(cc2c1)c(NC(=O)c1cccnc1)nn3C	i	?	32%	i	0%	-21%	i	?	13µM*	-1%	i
CCOC(=O)N1CCN(C(=O)CSc2nnc(-c3cccs3)o2)CC1	/	/	-5%	/	-3%	1%	/	-22%	-1%	-2%	/
COc1ccc(-c2nc(CN3CCC(C(=O)NC(C)C)CC3)c(C)o2)cc1OC	i	?	0%	i	0%	12%	i	2%	-2%	-1%	i
O=C(Cn1c(=O)n(-c2cccc(Cl)c2)c(=O)n1CC(=O)N1CCCCC1)N1CCCCC1	i	?	14%	i	2%	3%	i	-7%	2%	-1%	i
O=[N+]([O-])c1ccc(CSc2ncnc3c2ncn3[C@@H]2O[C@@H](CO)[C@@H](O)[C@H]2O)cc1	i	i	-8%	?	0%	-10%	i	4%	1%	-4%	i
Cc1cc(-c2ccccc2)nc(N2CCC(C(=O)NC(C)C)CC2)n1	4.6e-08M*	i	2%	?	0%	15%	3.6e-08M*	-7%	-1%	0%	i
O=C(O)c1cccc(S(=O)(=O)N2CCSCC2)c1	i	i	-10%	?	-1%	2%	i	2%	1%	0%	i
c1ccc(Nc2nc(-c3ccc4c(c3)OCO4)nc3ccccc23)cc1	i	i	25µM*	i	-7%	5%	i	16µM*	-1%[2.29 µM]	-5%	i
CCCCCCn1c(-c2ccco2)nc2oc3cc(OC)ccc3c(=O)c2c1=O	3e-08M*	i	3.2µM*	?	-5%	-21%	2.3e-08M*	-22%	0%	-3%	i
COc1ccccc1-n1c(SC)nc(O)cc1=O	/	/	-2%	/	0%	32µM*	/	-2%	2%	-2%	/
O=C(O)CCCC(=O)Nc1ccn(-c2ccccc2)n1	i	i	/	i	/	/	i	/	-2%[25.5 µM]	/	i

Only A350 fluor, Casp1 inh and Luciferase inh, for some of the entries so far:
| compound | A350 fluor | Casp1 inh | Luciferase inh |
| --- | --- | --- | --- |
| c1ccc(Nc2nc(-c3ccc4c(c3)OCO4)nc3ccccc23)cc1 | i | -5% | -1%[2.29 µM] |
| CCCCCCn1c(-c2ccco2)nc2oc3cc(OC)ccc3c(=O)c2c1=O | 3e-08M* | -3% | 0% |
| COc1ccccc1-n1c(SC)nc(O)cc1=O | / | -2% | 2% |
| O=C(O)CCCC(=O)Nc1ccn(-c2ccccc2)n1 | i | / | -2%[25.5 µM] |

(more compounds)
SMILES	A350 fluor	Texas Red fluor	Tau filament bind	Fluorescein autfl	Casp7 inh	HEK293 cAMP ctrl	4-MU autofl	ERK AVP block	Luciferase inh	Casp1 inh	Rhodamine fluor
COc1ccc2c(c1)C1(Nc3ccccc3C(=O)N1c1ccccc1)C(=O)N2 (stereo not given)	/	/	18%	/	-2%	1%	/	6%	1%	-4%	/
O=C(CN1CCOCC1)Nc1nc(-c2ccc3c(c2)CCN3S(=O)(=O)c2ccccc2)cs1	i	i	55%	?	-3%	26%	i	8%	1%	-3%	i
CC(C)n1nnnc1SCC(=O)N1CCOCC1	i	i	-2%	i	0%	0%	i	-16%	0%	-1%	i
COc1ccc(C(c2nnnn2Cc2cccs2)N2CCN(c3ccccc3)CC2)cc1OC (stereo not given)	i	?	1%	i	3%	?	i	-5%	1%	-3%	i
O=C(CCNS(=O)(=O)c1cccc2nsnc12)N1CC(=O)N(CCc2ccccc2)C(=O)C1	i	i	-5%	?	-2%	-4%	i	-11%	3%	-1%	i
COC(=O)c1ccc(COC(=O)c2ccc(-n3cnnn3)cc2)o1	?	?	3%	?	-3%	7%	?	21%	1%	0%	i
COc1cccc(-c2nnc(SCC(=O)OC(C)C)n2Cc2ccco2)c1	i	?	-8%	?	3%	16µM*	i	8%	1%	-4%	i
C=CCOc1c(Br)cc(CNn2nnnc2N)cc1OC	i	i	10%	i	0%	0%	i	-2%	0%	-1%	i
CCN1CCN(C(=O)CN(c2ccc(C)cc2)S(C)(=O)=O)CC1	?	i	-11%	i	4%	-2%	i	60%[activator]	-2%	1%	i
COC(=O)c1ccc(OC(=O)c2ccco2)cc1	i	?	-5%	i	2%	3%	i	12%	-2%	0%	i

Quoted at random: three records from the list.
SMILES	A350 fluor	Texas Red fluor	Tau filament bind	Fluorescein autfl	Casp7 inh	HEK293 cAMP ctrl	4-MU autofl	ERK AVP block	Luciferase inh	Casp1 inh	Rhodamine fluor
O=[N+]([O-])c1ccc(CSc2ncnc3c2ncn3[C@@H]2O[C@@H](CO)[C@@H](O)[C@H]2O)cc1	i	i	-8%	?	0%	-10%	i	4%	1%	-4%	i
O=C(O)c1ccc(CNC(=O)c2ccc(Br)o2)cc1	?	i	5%	?	1%	4%	?	-18%	1%	-1%	i
c1ccn2c(SCc3ccc4c(c3)OCO4)nnc2c1	i	i	3%	i	0%	0%	i	8%	-2%	2%	i

Screening results: PubChem, National Center for Advancing Translational Sciences (NCATS)
